# TDP1 inh: TDP1 (human) enzyme inhibition | Q9NUW8 | recombinant TDP1, AlphaScreen DNA substrate cleavage | Potency, µM (highest dose often 130 µM), for inactives: at the top dose activity change, negative = inhibition, usual class: inhibitors | 0.28% of 350,000 active; active means well fitted inhibition curve with a large enough effect; further: nearly all actives have a fitted effect of over 40% in size
# Target sequence (Q9NUW8 whole entry, looked up): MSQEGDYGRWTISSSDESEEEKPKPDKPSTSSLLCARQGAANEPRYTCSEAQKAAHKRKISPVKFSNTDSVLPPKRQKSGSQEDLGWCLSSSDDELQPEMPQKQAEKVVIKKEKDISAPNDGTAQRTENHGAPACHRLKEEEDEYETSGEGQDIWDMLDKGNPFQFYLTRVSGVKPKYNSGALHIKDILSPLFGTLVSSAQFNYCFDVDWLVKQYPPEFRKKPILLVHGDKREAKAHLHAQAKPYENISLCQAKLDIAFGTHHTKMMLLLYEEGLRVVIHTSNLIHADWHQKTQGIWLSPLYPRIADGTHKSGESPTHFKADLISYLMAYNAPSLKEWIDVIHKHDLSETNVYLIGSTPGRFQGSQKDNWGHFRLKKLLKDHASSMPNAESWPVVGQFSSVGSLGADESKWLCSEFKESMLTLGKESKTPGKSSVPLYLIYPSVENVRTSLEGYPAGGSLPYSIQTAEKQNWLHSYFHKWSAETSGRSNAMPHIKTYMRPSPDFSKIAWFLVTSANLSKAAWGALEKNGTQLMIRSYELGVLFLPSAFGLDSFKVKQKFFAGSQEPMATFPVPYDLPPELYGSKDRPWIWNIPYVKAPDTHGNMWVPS
#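 Steps: enzyme plus compound, 15 min RT; add biotin/phosphotyrosine-FITC oligonucleotide (15 nM final), react 5 min; add donor/acceptor beads (10 ug/ml final), 10 min; read AlphaScreen. Tdp1 at 1 nM final.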
# Active calls of the source: *; & = joins results of further samples. On the % scale 0 is the no-effect control and ±100 the full control effect; potency means the concentration at half of the fitted maximal effect.
SMILES,TDP1 inh
COc1ccc(S(=O)(=O)NCCc2sc(-c3ccccc3)nc2C)cc1OC,-1%
CN(C)S(=O)(=O)N(CC(=O)Nc1ccc(Br)cc1F)c1ccccc1,-5%
Cc1[nH]c2c(C)cccc2c1CCNC(=O)c1cc2ccccc2oc1=O,-2%
COc1ccc(-c2cc(C(F)(F)F)nc(SCCC(=O)Nc3cccc(OC)c3)n2)cc1,1%
O=C(OCC#CCSc1nnc(-c2cccc3ccccc23)o1)c1cnc[nH]1,3%
COc1ccc(OC)c(-c2nc(C(N)=O)c3c(n2)n(-c2ccc4c(c2)OCO4)c(=O)n3C)c1,8%
Cc1ccc2c(c1)c1c(n2CCc2ccc(C)nc2)CCN(C)C1,1%
COc1ccc(-c2nc(N3CCN(S(=O)(=O)c4ccc(C)cc4)CC3)c3ccccc3n2)cc1,3%
O=C1NC(Cc2ccc(O)cc2)c2nc3ccccc3c(=O)n2-c2ccccc21 (configuration not stated),0%
COc1ccc(C(=O)Nc2cc(C)c(O)c(-c3nc4ccccc4s3)c2)cc1OC,2%
CC(C)(C)OC(=O)N1CCC(c2nnc(SCc3ccccc3Cl)o2)CC1,-15%
N#Cc1nc(Nc2cc(F)cc(F)c2)c2ncn(C3CCCC3)c2n1,0%
CCC(=O)NC(c1ccco1)c1cc(Cl)c2ccccc2c1O (configuration not stated),4%
CCc1ccc(NCc2cc3ccc(OC)cc3n(CC(=O)Nc3c(C)cc(C)cc3C)c2=O)cc1,8%
Cc1c(-c2ccc(Cl)cc2)c(=O)oc2c(CN3CCCC3)c(O)ccc12,-7%
Cn1nnnc1Sc1ncnc2scc(-c3ccc4c(c3)OCO4)c12,4%
O=C(Nc1cccc2cccnc12)C(F)(F)F,-5%
CC(C)(C)OC(=O)NCc1nnc(-c2nc3ccccc3[nH]2)o1,-5%
Cc1ccc(NS(=O)(=O)c2cc3c(cc2N(C)C)NC(=O)CC3)cc1C,0%
Cc1ccc(NC(=O)C2CCCN(S(=O)(=O)c3ccc4c(c3)CCCC(=O)N4)C2)cc1N(C)C (configuration not stated),7%
CCOc1ccc(CC(=O)NCCc2csc(-c3ccc(C(F)(F)F)cc3)n2)cc1,3%
CC(=O)Nc1ccc(S(=O)(=O)Nc2ccc(C)c(C)c2)cc1,0%
O=C1CC(c2ccco2)CC2=C1C(c1ccncc1)n1nc(C(F)(F)F)nc1N2 (configuration not stated),0%
O=C(c1ccccc1)n1nc(-c2ccc(Cl)cc2)nc1NCc1ccco1,3%
COC(=O)c1ccc(C2C(C(=O)Nc3ccccc3)=C(C)Nc3nc4ccccc4n32)cc1 (configuration not stated),8%

# Overlap with the part before: two entries; new compounds follow.
SMILES,TDP1 inh
O=C(c1ccccc1)n1nc(-c2ccc(Cl)cc2)nc1NCc1ccco1,3%
COC(=O)c1ccc(C2C(C(=O)Nc3ccccc3)=C(C)Nc3nc4ccccc4n32)cc1 (configuration not stated),8%
O=C1CCCC2=C1C1(CCSCC1)N=C(Nc1nc3ccccc3o1)N2,0%
CCOC(=O)Cn1c(=O)n(-c2ccc(Cl)cc2)c2nc(-c3ccc(Cl)cc3)nc(C(N)=O)c21,4%
Cc1ccc(-c2nc(C)c(CCNC(=O)c3ccco3)s2)cc1,4%
COc1cc(Cl)c(S(=O)(=O)NCCc2c(C)[nH]c3c(C)cccc23)cc1Cl,11%
CCN(CC)S(=O)(=O)c1ccc(NC(=O)CN(c2ccccc2)S(=O)(=O)N(C)C)cc1,0%
COc1cccc(S(=O)(=O)N2CCN(S(=O)(=O)c3ccc4c(c3)OCCO4)CC2)c1,2%
Cc1ccc2c(c1)-n1c(nc3cc(F)ccc3c1=O)C(Cc1ccccc1)NC2=O (configuration not stated),0%
O=C(CNC(=O)c1cccc(Cl)c1)OC(C(=O)Nc1cc(C(F)(F)F)ccc1Cl)c1ccccc1 (configuration not stated),-1%
O=C(Nc1ccc(O)c(-c2nc3ccccc3o2)c1)c1ccco1,2%
CC(C)(C)OC(=O)NCC(=O)NNC(=O)c1cc2ccccc2[nH]1,0%
O=C1c2ccccc2C(=O)N1c1cncc2ccccc12,3%
Cn1ccc2cc(S(=O)(=O)N3CCN(C(=O)Nc4ccc(F)cc4F)CC3)ccc21,2%
O=C1CC(c2cccc(F)c2)c2c(n3ncnc3[nH]c2=O)N1 (configuration not stated),7%
N#Cc1nc(Nc2cccc(F)c2)nc(NC2CCCC2)n1,-4%
O=S(=O)(Nc1cc(Br)cc2cccnc12)c1cccc2ccccc12,1%
O=C(c1c(F)cccc1F)N1CCN(S(=O)(=O)c2ccc3c(c2)OCCO3)CC1,1%&0%
COc1ccc(NS(=O)(=O)c2ccc(NN=Cc3ccc(C(=O)O)cc3)c([N+](=O)[O-])c2)cc1,45µM*
O=C(c1cnn(-c2ccc(F)cc2)c1-n1cccc1)N1CCN(c2ccccc2)CC1,3%
N#Cc1nc(Nc2ccc3ccccc3c2)nc(NC2CCCC2)n1,0%
Nc1cccc(S(=O)(=O)N2CCCN(S(=O)(=O)c3ccc4c(c3)OCCO4)CC2)c1,2%
CC(=O)N1CCN(c2ccc(N)cc2)CC1,3%
CC(C)c1ccc2oc(-c3ccc(Cl)c(NC(=O)c4cccs4)c3)nc2c1,-2%
CCc1ccc(N2C(=O)CSC23C(=O)N(Cc2cccc(OC)c2)c2ccccc23)cc1 (configuration not stated),6%
Cc1cc(C)cc(NC(=O)c2cc(C)nc3c2c(C)nn3-c2ccccc2)c1,2%
CC(=O)NC(c1ccco1)c1cc(F)c2cccnc2c1O (configuration not stated),1%

# Fetched by structure from above (three):
SMILES,TDP1 inh
Cn1ccc2cc(S(=O)(=O)N3CCN(C(=O)Nc4ccc(F)cc4F)CC3)ccc21,2%
Cc1ccc(-c2nc(C)c(CCNC(=O)c3ccco3)s2)cc1,4%
Cc1cc(C)cc(NC(=O)c2cc(C)nc3c2c(C)nn3-c2ccccc2)c1,2%

# Next entries follow.
SMILES,TDP1 inh
CCOC(=O)c1cc(OC(=O)c2ccccc2F)n(-c2ccccc2)n1,-6%
C[C@]12CC[C@@H]3c4ccc(O)cc4CC[C@H]3[C@@H]1CCC2OC(=O)CCC1CCCC1 (some centres not stated),4%
NC(=O)C1CCN(c2nc(-c3cccnc3)cs2)CC1,1%
Cc1ccc(NC(=O)C2CCCN(C(=O)c3cnn(-c4ccc(F)cc4)c3-n3cccc3)C2)c(Cl)c1 (configuration not stated),8%
O=C(c1cnn(-c2ccc(F)cc2)c1-n1cccc1)N1CCN(c2ccc(Cl)cc2)CC1,0%
O=C(OCC#CCSc1nnc(-c2cccc3ccccc23)o1)c1csc2ccccc12,0%
Cc1ccc(CNc2cc(C)nc3nc(-c4ccc(C)cc4)nn23)cc1,3%
C=Cc1cc(F)c(S(=O)(=O)N2CCN(S(=O)(=O)c3ccc4c(c3)OCCO4)CC2)cc1F,1%
O=C(CN1C(=O)COc2ccc(S(=O)(=O)N3CCOCC3)cc21)N1CCN(c2ccc(F)cc2)CC1,4%
O=C(Nc1cccc(Cl)c1Cl)c1ccc2c(c1)N(Cc1cccc(Cl)c1)C(=O)c1ccccc1S2(=O)=O,4%
COc1ccccc1NC(=O)C(OC(=O)CNC(=O)c1ccccc1)c1ccccc1 (configuration not stated),0%
CC1CCN(S(=O)(=O)c2ccc3c(c2)N(CC(=O)NC(C)c2ccccc2)C(=O)CO3)CC1 (configuration not stated),4%
O=C(Nc1ccc(F)cc1)c1ccc(-n2cnc3cccnc32)cc1,6%
Cc1cc2c(cc1S(=O)(=O)CCC(=O)N1CCCCC1C)OCC(=O)N2 (configuration not stated),1%
CCC(=O)NC(c1ccc(C)s1)c1cc(Cl)c2cccnc2c1O (configuration not stated),0%
Cc1ccc(NC(=O)CCNS(=O)(=O)c2ccc3c(c2)CCCC(=O)N3)cc1,-2%
Cc1ccc2c(c1)c1c3n2CCN(C(=O)c2ccc(C(F)(F)F)cc2)C3CCC1 (configuration not stated),-3%
CC(=O)c1ccc(NC(=O)c2nc(-c3ccc(C)cc3)n3c2CCCCC3)cc1,-4%
O=C(Nc1cccc2cccnc12)OC(Cl)(Cl)Cl,-4%
COc1ccc(S(=O)(=O)NC2CCN(C#N)CC2)cc1,1%
COc1ccc(C2=Nn3c(nnc3-c3ccccc3F)SC2)cc1OC1CCOC1 (configuration not stated),2%
COc1ccccc1C(=O)OCC#CCSc1nnc(-c2cccc3ccccc23)o1,-5%
CCN(c1ccc(OC)cc1)S(=O)(=O)c1ccc2[nH]c3c(c2c1)CCCCC3,5%
CCc1ccc(NCc2cc3cc4c(cc3n(CC(=O)Nc3ccc(C)cc3)c2=O)OCO4)cc1,0%
CCN(C(=O)CSc1ncc(S(=O)(=O)c2ccc(C)c(Cl)c2)c(=O)[nH]1)c1cccc(C)c1,-3%
SMILES,TDP1 inh
Cc1cnc2c3c(cc(Cl)c2c1)-c1ccccc1S(=O)(=O)N3,0%
O=C1COc2cc(S(=O)(=O)CCC(=O)N3CCN(c4ccccc4F)CC3)c(Cl)cc2N1,4%
CCc1cccc(NC(=O)CSc2nccn2C)c1,7%
Cc1cccc(N2CCN(C(=O)CN3C(=O)COc4ccc(S(=O)(=O)N5CCC(C)CC5)cc43)CC2)c1C,9%
COc1cccc(N2CCN(C(=O)CN3CCSc4ccccc43)CC2)c1,7%
COc1ccc(NCc2cc3ccc(OC)cc3n(CC(=O)Nc3cccc(OC)c3)c2=O)cc1,6%
COc1cc(C2CC(=O)N(Cc3cccc(F)c3)c3ccccc3S2)cc(OC)c1OC (configuration not stated),0%
CCCCn1c(NCc2cc(Cl)ccc2O)nc2ccccc21,1%
COc1ccc(C2=Nn3c(nnc3-c3ccccc3OC)SC2)cc1,0%
COc1ccc(S(=O)(=O)Nc2cccc3cccnc23)c([N+](=O)[O-])c1,1%
COc1cc(OC)cc(C(=O)Nc2cc(-c3nc4ccccc4[nH]3)ccc2C)c1,8%
O=C(Cc1ccc(F)cc1)NCCc1csc(-c2ccc(C(F)(F)F)cc2)n1,2%
COc1ccc(CCNC(=O)c2cc(C)nc3c2c(C)nn3-c2ccccc2)cc1OC,-2%
O=C(NCCCN1CCN(c2cccc(Cl)c2)CC1)c1cnn(-c2ccc(F)cc2)c1-n1cccc1,8%
COc1ccc(C2CC(=O)N(CC(=O)Nc3ccc(C(C)=O)cc3)c3ccccc3S2)cc1OC (configuration not stated),1%
O=S(=O)(NCC1CN(S(=O)(=O)c2ccc3c(c2)OCCO3)C1)c1c(F)cccc1F,1%&0%
COc1cc(OC)c(NC(=O)c2c(C)nn(-c3ccc(C)cc3)c2-n2cccc2)cc1Cl,6%
COc1cccc(C2c3c(ncn(-c4ccc(C(C)(C)C)cc4)c3=N)Oc3ccc4ccccc4c32)c1 (configuration not stated),4%
COc1ccc(-c2nc3ccccc3o2)cc1NC(=O)C(C)(C)Oc1ccc(Br)cc1,-6%
COc1ccc(C2Nc3ccccc3C(=O)N2Cc2ccco2)cc1COc1cccc(NC(C)=O)c1 (configuration not stated),-1%
O=C(COc1ccc([N+](=O)[O-])cc1)Nc1cccc2cccnc12,4%
Cn1c2cc(Br)sc2c2cnn(Cc3ccc(F)cc3F)c(=O)c21,2%
CCCCC(O)C(=O)Nc1cc(C(F)(F)F)ccc1Cl (configuration not stated),-5%
O=C1NC(Cc2ccccc2)c2nc3ccc(Cl)cc3c(=O)n2-c2ccc(Cl)cc21 (configuration not stated),0%
COc1ccc(NCc2cc3ccc(OC)cc3n(CC(=O)Nc3ccc(C)c(C)c3)c2=O)cc1,6%

# Reprinted from the part before: six entries, then new ones.
SMILES,TDP1 inh
COc1ccc(C2Nc3ccccc3C(=O)N2Cc2ccco2)cc1COc1cccc(NC(C)=O)c1 (configuration not stated),-1%
O=C(COc1ccc([N+](=O)[O-])cc1)Nc1cccc2cccnc12,4%
Cn1c2cc(Br)sc2c2cnn(Cc3ccc(F)cc3F)c(=O)c21,2%
CCCCC(O)C(=O)Nc1cc(C(F)(F)F)ccc1Cl (configuration not stated),-5%
O=C1NC(Cc2ccccc2)c2nc3ccc(Cl)cc3c(=O)n2-c2ccc(Cl)cc21 (configuration not stated),0%
COc1ccc(NCc2cc3ccc(OC)cc3n(CC(=O)Nc3ccc(C)c(C)c3)c2=O)cc1,6%
COc1ccccc1Nc1sc(C(=O)c2ccc(C)cc2C)c(N)c1S(=O)(=O)c1ccccc1,4%
O=C1CCc2cc(S(=O)(=O)Nc3ccc(Cl)c(Cl)c3)c(F)cc2N1,1%
COc1cccc(C2c3c(ncn(-c4cccnc4)c3=N)Oc3ccc4ccccc4c32)c1 (configuration not stated),2%
CC(=O)c1cccc(-c2csc(N3CCC(C(N)=O)CC3)n2)c1,2%
COc1ccccc1-c1nnc(SCC(=O)c2ccc(F)cc2)n1-c1ccccc1,6%
N#Cc1ccc(C(=O)Nc2ccccc2-c2nc3ccccc3s2)c(F)c1,6%
CC1=C(C(=O)Nc2ccc(C)cc2)C(c2ccc(Cl)cc2)n2nnnc2N1 (configuration not stated),4%
COc1ccc2oc(=O)c(C(=O)NCCc3c(C)[nH]c4ccc(Br)cc34)cc2c1,8%
CC(O)c1cc2c(s1)c1cnn(Cc3ccccc3F)c(=O)c1n2C (configuration not stated),0%&0%
Oc1ccc(CCc2ccccc2)c2cccnc12,-8%
COc1ccccc1CNC(=O)c1ccc(-c2nc(CN3CCc4ccccc43)c(C)o2)cc1,8%
Cc1ccc(Cl)cc1N1CCN(C(=O)CN2C(=O)COc3ccc(S(=O)(=O)N4CCCCCC4)cc32)CC1,1%
CC(C)c1ccc(N2C(=O)CSC23C(=O)N(C)c2ccccc23)cc1 (configuration not stated),6%
O=C(NCc1cccc(Br)c1)c1cnn(-c2ccc(F)cc2)c1-n1cccc1,3%
COc1ccc(NS(=O)(=O)c2ccc3c(c2)CCC(=O)N3)cc1,1%
Nc1c(-c2ccncc2)cc[nH]c1=O,2%

# Three entries already listed, arranged by the value under TDP1 inh, descending.
SMILES,TDP1 inh
CC(C)c1ccc(N2C(=O)CSC23C(=O)N(C)c2ccccc23)cc1 (configuration not stated),6%
Cc1ccc(Cl)cc1N1CCN(C(=O)CN2C(=O)COc3ccc(S(=O)(=O)N4CCCCCC4)cc32)CC1,1%
Oc1ccc(CCc2ccccc2)c2cccnc12,-8%

# Assay outcomes as filed in PubChem.

# Only part of the results is shown; count on the stated rates, not on these rows.
